Compound activity from PubChem BioAssay.
MazF activator – increases E. coli MazEF RNase cleavage of RNA; P0AE70; FAM/BHQ RNA-DNA oligo cleavage fluorescence, 5 h; activation, % at 20 µM; hit rate 0.32% among 350,000; AID 504720; in the data active = activation above about 50%
Target sequence (P0AE70 whole entry, looked up): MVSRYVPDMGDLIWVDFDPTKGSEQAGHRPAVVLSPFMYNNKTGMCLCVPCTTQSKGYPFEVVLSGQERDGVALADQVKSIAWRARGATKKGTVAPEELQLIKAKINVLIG
Rv3671c protease – Rv3671c (M. tuberculosis) protease inhibition. AID 2606. inhibition, % at 5.96 µM. hit rate 0.048% among 320,000. P9WHR9; in the data active = inhibition above about 38%;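 note: extracellular domain of Rv3671c used as enzyme; 0% = enzyme with DMSO and 100% = no enzyme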
Target sequence (P9WHR9 whole entry, looked up, the tested form may be a part): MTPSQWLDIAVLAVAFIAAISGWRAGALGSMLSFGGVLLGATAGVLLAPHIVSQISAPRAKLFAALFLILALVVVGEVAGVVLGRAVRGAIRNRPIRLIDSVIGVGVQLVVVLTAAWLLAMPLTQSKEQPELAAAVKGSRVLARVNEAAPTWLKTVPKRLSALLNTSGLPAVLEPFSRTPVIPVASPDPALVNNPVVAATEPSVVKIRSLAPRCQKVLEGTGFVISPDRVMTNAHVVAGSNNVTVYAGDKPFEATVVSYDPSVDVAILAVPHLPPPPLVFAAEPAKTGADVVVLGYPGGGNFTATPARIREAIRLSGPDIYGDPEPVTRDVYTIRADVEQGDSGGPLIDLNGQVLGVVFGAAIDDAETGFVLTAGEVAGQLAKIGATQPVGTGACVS
GDH-TPI inh – inhibits GDH-TPI coupling enzymes, artifact for Mtb FBA screen; GDH-TPI coupled enzyme counterscreen, NADH absorbance; hit rate 1.2% among 360,000; inhibition, % at 4.8 µM;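 note: 0% = DMSO wells and 100% = wells lacking the enzyme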
VHR inh abs – inhibitors of human VHR1 phosphatase (DUSP3); recombinant VHR phosphatase, pNPP absorbance; hit rate 0.52% among 290,000; P51452; inhibition, % at 13.3 µM; in the data active = inhibition above about 50%; note: some compounds called inactive have numbers as strong as hits
Target sequence (P51452 whole entry, looked up): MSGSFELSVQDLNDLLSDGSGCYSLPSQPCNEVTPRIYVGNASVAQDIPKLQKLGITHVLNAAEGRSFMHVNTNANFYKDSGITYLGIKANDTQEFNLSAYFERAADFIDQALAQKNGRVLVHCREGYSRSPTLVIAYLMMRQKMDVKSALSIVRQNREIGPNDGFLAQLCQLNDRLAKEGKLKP
Mtb BioA inh – inhibitors of Mycobacterium tuberculosis BioA enzyme. inhibition, % at 9.99 µM. purified M. tuberculosis BioA enzyme, plate reader. hit rate 0.096% among 360,000; in the data active = inhibition above about 40%; inconclusive = no clear call, values can overlap the other calls
BoNT F protease – inhibitors of Botulinum neurotoxin F light chain protease. Multiplex microsphere protease cleavage assay, flow cytometry. inhibition, % at 10 µM. hit rate 0.22% among 360,000. AID 588497; in the data active = inhibition above about 35%, passing the limit was not always enough; inconclusive = no clear call, values can overlap the other calls; note: plate controls were buffer without enzyme for full effect and enzyme alone for no effect
CCHF vOTU inh – CCHFV vOTU protease inhibition. AID 651958. hit rate 0.55% among 370,000. Pep-AMC fluorescence. inhibition, % at 11.5 µM; note: 0% = vehicle wells with enzyme and 100% = no enzyme wells
FadD28 binding – M. tuberculosis FadD28 bisubstrate binding inhibition | FadD28 bisubstrate probe binding, fluorescence polarization | inhibition, % at 12.5 µM | hit rate 0.22% among 360,000; in the data active = inhibition above about 8.5%, passing the limit was not always enough; inconclusive = no clear call, values can overlap the other calls
Mtb FBA inh – inhibits M. tuberculosis FBA enzyme | AID 588726 | hit rate 2.3% among 360,000 | inhibition, % at 1 µM | purified M. tuberculosis FBA, fluorescence read-out; in the data active = inhibition above about 27%;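 note: 0% = vehicle and 100% = reference inhibitor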
Target sequence (P9WQA3 whole entry, looked up): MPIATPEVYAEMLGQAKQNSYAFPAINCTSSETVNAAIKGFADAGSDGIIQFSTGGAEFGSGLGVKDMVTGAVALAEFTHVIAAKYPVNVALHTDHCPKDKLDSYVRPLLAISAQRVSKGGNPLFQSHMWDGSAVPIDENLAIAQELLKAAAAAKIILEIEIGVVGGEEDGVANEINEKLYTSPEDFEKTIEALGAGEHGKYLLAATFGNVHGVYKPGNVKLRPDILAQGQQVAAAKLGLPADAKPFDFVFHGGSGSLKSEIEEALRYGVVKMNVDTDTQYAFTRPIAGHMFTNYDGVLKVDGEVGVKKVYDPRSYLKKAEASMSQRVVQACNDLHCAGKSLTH
Mtb UGM inh – inhibitors of M. tuberculosis UDP-galactopyranose mutase; P9WIQ1; purified UGM, fluorescence polarization probe displacement; inhibition, % at 10 µM; hit rate 0.06% among 320,000; AID 504406; in the data active = inhibition above about 10%, passing the limit was not always enough; inconclusive = no clear call, values can overlap the other calls
The depositor's hits bear a star; ? = inconclusive; · = no result given. Cut-off read from the data, not from the text of the source, unless noted: active = inhibition above about 30%; inactive = the rest.

SMILES	MazF activator	Rv3671c protease	GDH-TPI inh	VHR inh abs	Mtb BioA inh	BoNT F protease	CCHF vOTU inh	FadD28 binding	Mtb FBA inh	Mtb UGM inh
CC(C)OP(=O)(OC(C)C)C(Nc1ccc([N+](=O)[O-])cc1)c1cccc([N+](=O)[O-])c1 (configuration not stated)	0	6	15	5	·	-8	7	-0.1	0	0.5
CCCCCC(=O)N/N=C(\C)c1ccc(N2CCCCC2)cc1	-7	-10	8	10	·	2	6	0.1	3	-1.2
O=C(COc1ncnc2ccccc12)Nc1ccc(Cl)c(S(=O)(=O)N2CCOCC2)c1	9	-9	-7	-8	2.5	10	-9	-3.7	1	-2.1
CCOC(=O)C1=CN(Cc2cccc(Br)c2)S(=O)(=O)N(C)C1C (configuration not stated)	-2	·	5	·	0.1	-5	3	-0.1	-1	·
CCC(=O)CC(c1ccc([N+](=O)[O-])cc1)c1c(O)c2ccccc2oc1=O (configuration not stated)	1	-4	17	21	-1.1	3	-8	-5.5	-2	4.0
CCCCCC(=O)Nc1cccc(C2=NOC3(C2)C[C@@H](C(N)=O)N(C(=O)c2ccc(OC)cc2)C3)c1 (some centres not stated)	5	0	6	15	1.8	-6	-5	-3.4	2	1.9
COc1ccc(Cn2c(C)c(C)c(C#N)c2NC(=O)Nc2ccc(F)cc2)cc1	6	-11	13	11	-6.6	-11	9	-0.1	-5	-0.5
CC(=O)NC1C(=O)N(CCc2ccccc2)c2ccc(Br)cc21 (configuration not stated)	-17	·	4	22	1.8	-12	-1	-3.0	2	·
COc1ccc(-c2cc(C(=O)OCc3ccccn3)c3ccccc3n2)cc1	-11	0	1	-35	3.5	-12	-34	-2.6	44*	1.8
CN(C)S(=O)(=O)c1cccc(NC(=O)COC(=O)c2cccnc2Cl)c1	1	-7	-4	·	3.3	-8	-3	-4.0	-1	2.1
Cc1ccc2c(c1)c1c(n2CCc2ccc(C)nc2)CCN(C)C1	-25	3	4	·	1.1	-4	1	0.3	3	0.9
O=C1C=CC(=O)N1	11	4	-5	·	-0.9	-6	11	-1.1	1	-0.2
CC(C)c1ccc(S(=O)(=O)N2CCN(C(=O)CN3C(=O)NC4(CCCC4)C3=O)CC2)cc1	-4	4	0	4	-0.3	-14	0	-3.4	0	0.9
Cc1ccc(-c2ccc(=O)n(CC(=O)NCC3COCCO3)n2)cc1 (configuration not stated)	-7	-6	2	-9	-3.9	0	4	2.4	8	2.9
Cc1cccc(C)c1NC(=O)CN(C)C(=O)c1ccc(-n2cncn2)c([N+](=O)[O-])c1	0	4	10	·	-1.6	8	16	-0.3	4	2.2
COC(=O)c1c(NC(=O)CC2SCC(C(=O)OC)NC2=O)sc2c1CCCC2 (configuration not stated)	3	-2	1	11	5.0	-5	-2	-2.8	-1	0.0
Cc1c(C2C(C#N)=C(N)N(c3ccccc3C#N)C3=C2C(=O)CCC3)cnn1C (configuration not stated)	-5	0	17	2	·	-10	-2	0.7	-2	0.9
CCOc1cccc(-c2nnc3sc(C4CCCCC4)nn23)c1	3	-2	14	17	-3.9	0	9	-0.4	2	1.7
Cn1c(N)c(C(=O)COC(=O)C2CCCCC2)c(=O)n(C)c1=O	5	7	3	6	2.6	5	-8	-0.1	-2	0.0
Cc1ccc(C)n1NC(=O)c1ccccc1[N+](=O)[O-]	4	-5	-1	1	·	14	-4	-3.8	1	-1.8
COc1ccc(NC(=O)CCNS(=O)(=O)c2ccc(Br)s2)cc1	4	-10	-10	48	1.4	-5	-18	-2.3	2	0.4
COc1cccc(CNc2nc3cc(-c4ccc(F)cc4)sc3c(=O)n2C)c1	·	·	8	·	-2.8	5	-4	-1.0	3	·
COc1ccc(OC)c(-c2nc3c(C)n[nH]c(=O)c3[nH]2)c1	-3	-2	4	-12	0.1	?	9	-4.2	0	-1.2
COc1cc(/C=c2\sc3nc(=O)c(-c4ccccc4)nn3c2=O)ccc1OCCC(C)C	-282	-5	6	19	-1.4	-3	-10	-3.2	2	1.5
COc1ccc(S(=O)(=O)N/N=C(/C)c2ccncc2)cc1	1	-7	9	2	-1.9	·	13	-1.7	2	0.2
CCOc1cccc2cc(C(=O)Nc3nccs3)c(=O)oc12	5	-13	-4	21	·	2	-4	0.8	2	-1.9
COc1cc(C(=O)c2ccccc2)c([N+](=O)[O-])cc1OC	10	2	-3	13	0.4	4	-14	-2.3	-3	0.0
C#CCSc1nnc(-c2ccc(C)cc2)o1	3	0	-10	16	-1.4	-5	9	1.5	5	0.4
CCN(c1ccccc1)S(=O)(=O)c1ccc(C(=O)NC2CCCCC2)cc1	-3	·	6	·	1.2	4	0	-1.2	-1	·
CC1CCc2c(sc(NC(=O)C(=O)NCc3ccco3)c2C#N)C1 (configuration not stated)	-25	-12	11	25	-1.3	10	-4	-0.2	-1	-0.8
Cc1noc(NS(=O)(=O)c2ccc(N/C=C/C(=O)c3ccccc3)cc2)c1C	-3	4	32*	0	·	5	-2	0.7	0	2.3
CN(C)Cc1c(O)ccc2c(=O)c(-c3ccccc3Cl)coc12	-1	5	15	-14	1.4	6	-91	-3.4	96*	-0.7
CC1CCCN(C(=O)C2CCN(c3ncnc4c3nc3n4CCCCC3)CC2)C1 (configuration not stated)	3	-6	1	-19	2.4	3	-6	1.0	6	-0.9
C/C(=C1/SC(N2CCOCC2)=NC1=O)c1ccc(Cl)cc1	1	-4	24	4	-5.2	-2	-3	-0.7	1	4.0
O=C(CCC(=O)N(CC(=O)NC1CCCCC1)Cc1cccs1)Nc1nccs1	3	-3	8	7	-2.2	3	6	-1.0	4	0.0
O=c1[nH]c(SCc2ccc(Cl)cc2)nc2ccccc12	-6	2	12	22	·	-2	11	-3.9	-4	-1.8
N=c1c(C(=O)NCc2ccc(F)cc2)cc2c(=O)n3ccccc3nc2n1Cc1cccnc1	-17	2	11	47	7.0	?	-249	-1.2	102*	2.5
Cc1nn(-c2ccccc2)c(C)c1C(=O)OCC(=O)Nc1ccccc1F	1	8	4	·	7.8	-5	4	·	-2	-2.5
CC(C)N1CCC(C)(C(=O)Nc2ccc(-n3cccc3)cc2)C1 (configuration not stated)	·	·	3	·	-0.9	-15	-1	-9.3	5	·
CS(=O)(=O)N(CC(=O)Nc1cccc([N+](=O)[O-])c1)c1ccccc1	1	4	-1	15	·	-1	-6	-1.6	5	-3.5

For convenience, some entries already given.
SMILES	MazF activator	Rv3671c protease	GDH-TPI inh	VHR inh abs	Mtb BioA inh	BoNT F protease	CCHF vOTU inh	FadD28 binding	Mtb FBA inh	Mtb UGM inh
COc1ccc(OC)c(-c2nc3c(C)n[nH]c(=O)c3[nH]2)c1	-3	-2	4	-12	0.1	?	9	-4.2	0	-1.2
COc1cc(/C=c2\sc3nc(=O)c(-c4ccccc4)nn3c2=O)ccc1OCCC(C)C	-282	-5	6	19	-1.4	-3	-10	-3.2	2	1.5
COc1ccc(S(=O)(=O)N/N=C(/C)c2ccncc2)cc1	1	-7	9	2	-1.9	·	13	-1.7	2	0.2
CCOc1cccc2cc(C(=O)Nc3nccs3)c(=O)oc12	5	-13	-4	21	·	2	-4	0.8	2	-1.9
COc1cc(C(=O)c2ccccc2)c([N+](=O)[O-])cc1OC	10	2	-3	13	0.4	4	-14	-2.3	-3	0.0
C#CCSc1nnc(-c2ccc(C)cc2)o1	3	0	-10	16	-1.4	-5	9	1.5	5	0.4
CCN(c1ccccc1)S(=O)(=O)c1ccc(C(=O)NC2CCCCC2)cc1	-3	·	6	·	1.2	4	0	-1.2	-1	·
CC1CCc2c(sc(NC(=O)C(=O)NCc3ccco3)c2C#N)C1 (configuration not stated)	-25	-12	11	25	-1.3	10	-4	-0.2	-1	-0.8
Cc1noc(NS(=O)(=O)c2ccc(N/C=C/C(=O)c3ccccc3)cc2)c1C	-3	4	32*	0	·	5	-2	0.7	0	2.3
CN(C)Cc1c(O)ccc2c(=O)c(-c3ccccc3Cl)coc12	-1	5	15	-14	1.4	6	-91	-3.4	96*	-0.7
CC1CCCN(C(=O)C2CCN(c3ncnc4c3nc3n4CCCCC3)CC2)C1 (configuration not stated)	3	-6	1	-19	2.4	3	-6	1.0	6	-0.9
C/C(=C1/SC(N2CCOCC2)=NC1=O)c1ccc(Cl)cc1	1	-4	24	4	-5.2	-2	-3	-0.7	1	4.0
O=C(CCC(=O)N(CC(=O)NC1CCCCC1)Cc1cccs1)Nc1nccs1	3	-3	8	7	-2.2	3	6	-1.0	4	0.0
O=c1[nH]c(SCc2ccc(Cl)cc2)nc2ccccc12	-6	2	12	22	·	-2	11	-3.9	-4	-1.8

The list continues:
SMILES	MazF activator	Rv3671c protease	GDH-TPI inh	VHR inh abs	Mtb BioA inh	BoNT F protease	CCHF vOTU inh	FadD28 binding	Mtb FBA inh	Mtb UGM inh
CCCCC(=O)Oc1c(S(=O)(=O)c2ccc(C)cc2)c(C)nn1C(C)(C)C	-3	-5	-2	·	-0.4	4	13	-1.5	-1	-1.8
COc1ccc(C2=CC(=O)C[C@H](c3ccc(OC)cc3)C2)cc1	-8	-9	18	·	4.3	-8	15	-13	-1	4.4
C#CCn1c(-c2cccs2)nc2ccccc21	-16	-2	10	35	-2.5	-4	-8	-0.1	68*	0.2
O=C(NC1CCCC1)C(c1ccccc1)N(C(=O)c1csnn1)c1ccccc1F (configuration not stated)	0	10	-3	6	-0.5	-2	20	0.0	-3	-2.4
CCOc1ccc(N(CC)S(=O)(=O)c2ccc3c(c2)n(C)c(=O)c(=O)n3C)cc1	-5	2	2	0	-0.9	1	6	-3.1	6	·
Cc1cc(C)n(-c2nnc(C)n2/N=C/c2ccc(O)cc2)n1	-9	9	23	-8	·	1	1	-0.1	-4	0.6
Cc1ccc(C(=O)OCC(=O)c2c(N)n(C)c(=O)n(C)c2=O)cc1S(=O)(=O)N1CCOCC1	2	-13	7	·	-0.1	7	-3	-2.2	3	-1.1
CCC(C)c1ccc(C2C3=C(Nc4nc(N)[nH]c(=O)c42)c2ccccc2C3=O)cc1 (configuration not stated)	1	4	19	19	2.3	4	-1	-0.6	-4	-3.8
COc1ccc(CN(CC2CCCO2)C(=O)CN2C(=O)COc3ccccc32)cc1OC (configuration not stated)	0	-7	3	18	4.0	18	2	-2.9	0	2.5
CCCCCCn1c(=O)n2n(c1=O)C[C@]1(OC(=O)Nc3c(C)noc3C)CN(S(=O)(=O)c3ccc(C)cc3)C[C@]1(O)C2	8	·	-3	·	0.3	-3	14	-0.7	-2	·
CCOc1ccccc1NC(=O)CSc1nc2ccccc2nc1N1CCCC1	-5	-7	9	13	0.1	0	7	-3.6	2	0.8
O=C(CCCCCNC(=O)c1ccccc1)N/N=C/c1ccco1	0	-3	-4	3	0.0	2	12	-1.7	-5	1.2
O=C(CN1CCN(C(c2ccccc2)c2ccccc2)CC1)N1CCN(c2ccccc2)CC1	8	-1	1	16	-0.7	0	-2	-3.7	3	-1.7
O=C1CCC(C(=O)OCc2nnc(-c3ccc(Cl)cc3)o2)=NN1	1	0	3	·	-1.1	0	-3	-2.3	1	0.1
O=C(CCNC(=O)C1CCN(S(=O)(=O)c2ccc(F)cc2)CC1)NC1CC1	-21	-9	9	-8	-2.5	4	10	1.2	0	2.3
COc1cccc(NC(=O)C2(C)CCN2C(=O)Cc2cccc3ccccc23)c1 (configuration not stated)	·	·	4	·	-1.5	-3	7	-4.2	-1	·
N/C(=N\OC(=O)CCn1cccc(C(F)(F)F)c1=O)c1ccc(Cl)cc1	4	3	17	16	5.0	?	8	-2.4	-1	0.7
Cn1cc(/C=N/n2cnc3scc(-c4ccc(Cl)cc4)c3c2=O)c2ccccc21	-16	-11	14	19	-4.3	-1	0	-1.5	5	0.0
Nc1cc(N)nc(SCC(=O)Nc2ccc(Br)cc2Cl)n1	-7	-7	1	-13	2.0	-7	3	-3.8	6	1.7
